pPAFAH inh: pPAFAH enzyme inhibitors, primary screen, biochemical, fluorescence polarization, human; Platelet-activating factor acetylhydrolase (Homo sapiens), Q13093; inhibition, % at 3.39 µM; 330,000 compounds, 1.5% hits; recombinant pPAFAH, FP-rhodamine probe fluorescence polarization;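 active = inhibition above the mean inhibition across the screen plus 3 SD, cut at about 25% in these data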;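 also: inhibitors block binding of the rhodamine activity-based probe so polarization drops; 0% = enzyme with DMSO and 100% = wells lacking pPAFAH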
PAD4 inh: human PAD4 inhibitors, primary screen, biochemical, fluorescence polarization, 1536-well format. Protein-arginine deiminase type-4 (Homo sapiens), Q9UM07. 330,000 compounds, 0.41% hits. inhibition, % at 6.36 µM. recombinant PAD4, RCA probe fluorescence polarization;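 active = percent inhibition above a cutoff equal to the mean of all tested compounds plus 3 SD, cut at about 15% in these data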;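 also: 0% = PAD4 with RCA probe and DMSO and 100% = probe without PAD4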
Target sequence (Q9UM07 whole entry, looked up): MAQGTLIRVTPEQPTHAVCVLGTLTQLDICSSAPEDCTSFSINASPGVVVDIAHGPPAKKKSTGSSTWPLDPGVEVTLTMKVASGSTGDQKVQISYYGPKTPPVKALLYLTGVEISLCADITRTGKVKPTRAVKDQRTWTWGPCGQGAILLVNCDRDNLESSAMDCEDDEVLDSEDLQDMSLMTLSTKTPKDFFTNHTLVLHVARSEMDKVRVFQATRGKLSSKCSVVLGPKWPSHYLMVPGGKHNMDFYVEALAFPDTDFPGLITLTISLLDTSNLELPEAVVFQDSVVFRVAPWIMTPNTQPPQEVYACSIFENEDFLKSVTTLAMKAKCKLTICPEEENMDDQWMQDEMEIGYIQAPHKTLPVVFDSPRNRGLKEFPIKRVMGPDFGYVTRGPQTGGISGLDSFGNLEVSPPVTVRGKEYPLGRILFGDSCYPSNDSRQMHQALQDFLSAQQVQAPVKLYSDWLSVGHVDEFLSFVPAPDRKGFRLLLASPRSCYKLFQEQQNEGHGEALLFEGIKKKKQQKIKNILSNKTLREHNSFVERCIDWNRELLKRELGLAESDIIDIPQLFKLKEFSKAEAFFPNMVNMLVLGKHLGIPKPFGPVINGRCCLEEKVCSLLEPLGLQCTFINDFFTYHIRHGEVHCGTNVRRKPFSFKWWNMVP
LYPLA1 counter: LYPLA1 inhibitors, primary screen, counter-screen for PME1 inhibitor project, biochemical, fluorescence polarization, FP-Rh probe ABPP. AID 2174, 2009. 320,000 compounds, 0.16% hits. recombinant LYPLA1. inhibition, % at 5.9 µM. Acyl-protein thioesterase 1 (Homo sapiens), O75608;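 active = inhibition above the mean of all tested compounds plus 3 SD, set per campaign, cut at about 14% in these data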;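 also: inhibitors block serine hydrolase probe labeling of LYPLA1 so polarization falls; 0% = enzyme with DMSO and 100% = wells lacking LYPLA1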
PAFAH1B3 FP inh: PAFAH1B3 enzyme inhibitors, primary screen, biochemical, fluorescence polarization, human. Platelet-activating factor acetylhydrolase IB subunit alpha1 (Homo sapiens), Q15102. 340,000 compounds, 0.28% hits. recombinant PAFAH1B3, FP-rhodamine probe. AID 492972, 2010. inhibition, % at 3.39 µM;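 active = inhibition above the screen-wide average of all tested compounds plus 3 SD, cut at about 25% in these data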;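 also: 0% = enzyme with DMSO only and 100% = wells lacking PAFAH1B3 protein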
Target sequence (Q15102 whole entry, looked up): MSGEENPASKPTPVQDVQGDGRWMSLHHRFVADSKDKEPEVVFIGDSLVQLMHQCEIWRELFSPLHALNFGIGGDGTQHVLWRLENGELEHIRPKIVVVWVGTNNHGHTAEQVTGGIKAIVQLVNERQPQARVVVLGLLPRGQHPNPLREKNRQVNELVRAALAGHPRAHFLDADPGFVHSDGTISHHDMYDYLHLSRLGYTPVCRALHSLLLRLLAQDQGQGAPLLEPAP
PME-1 primary: PME-1 inhibitors via competitive probe labeling, primary screen, biochemical, fluorescence polarization, FP-Rh probe, HTS; Protein phosphatase methylesterase 1 (Homo sapiens), Q9Y570; recombinant PME-1; 320,000 compounds, 0.53% hits; inhibition, % at 5.9 µM;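 active = inhibition above the campaign mean of all compounds plus 3 SD, cut at about 26% in these data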;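 also: competitive labeling of PME-1 active site by serine hydrolase directed probe; 0% = PME-1 with DMSO and 100% = wells lacking PME-1 enzyme; inhibitors block probe labeling so polarization falls and inhibition rises; many of its hits are not listed in these tables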
PREPL inh: PREPL enzyme inhibitors, primary screen, biochemical, fluorescence polarization; 320,000 compounds, 0.68% hits; Prolyl endopeptidase-like (Homo sapiens), Q4J6C6; recombinant PREPL, fluorescence polarization activity-based probe; inhibition, % at 5.96 µM; in the data active = inhibition above about 43%;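 also: 0% = enzyme with DMSO and 100% = wells lacking enzyme; many of its hits are not listed in these tables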
PAFAH1B2 FP inh: PAFAH1B2 enzyme inhibitors, primary screen, biochemical, fluorescence polarization, human | inhibition, % at 3.39 µM | recombinant PAFAH1B2, FP-rhodamine activity probe | AID 492953, 2010 | 340,000 compounds, 1.2% hits;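 active = inhibition above the mean of all tested compounds plus 3 SD, cut at about 24% in these data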;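 also: 0% = enzyme with DMSO and 100% = wells lacking PAFAH1B2; many of its hits are not listed in these tables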
GSTO1 inh: inhibitors of recombinant GSTO1, primary screen, counter-screen for RBBP9 inhibitor project, biochemical, fluorescence polarization; activity-based probe fluorescence polarization; Glutathione S-transferase omega-1 (Homo sapiens), P78417; 300,000 compounds, 1.1% hits; inhibition, % at 5.96 µM;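 active = inhibition above the campaign mean inhibition plus 3 SD, cut at about 35% in these data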;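 also: 0% = GSTO1-1 with DMSO and 100% = wells lacking GSTO1-1 enzyme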
LYPLA2 inh: LYPLA2 inhibitors, primary screen, counter-screen for PME1 inhibitor project, biochemical, fluorescence polarization, FP-Rh probe ABPP | 320,000 compounds, 0.38% hits | Acyl-protein thioesterase 2 (Homo sapiens), O95372 | AID 2177, 2009 | recombinant LYPLA2 | inhibition, % at 5.9 µM;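 active = inhibition above the screen-wide mean plus 3 SD, limit set per campaign, cut at about 26% in these data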;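 also: 0% = LYPLA2 with DMSO and 100% = wells lacking LYPLA2 enzyme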
* marks the source's active call; other numbers are inactive results; · = not tested or not shown.

1: CCNC(=O)CN1C(=O)NC2(CCCc3cc(OC)ccc32)C1=O (configuration not stated)
2: Cc1ccc(-c2noc(C3CCCN(S(=O)(=O)c4ccc5ccccc5c4)C3)n2)o1 (configuration not stated)
3: COc1ccc(CCN2C(=O)C(Oc3ccccc3)C2c2ccc3c(c2)OCO3)cc1 (configuration not stated)
4: Cc1cccc2sc(N(CCN(C)C)C(=O)c3ccc4ccccc4c3)nc12
5: COc1ccccc1/C=N/NC(=O)c1cccc(NC(=O)c2ccccc2C)c1
6: Cc1cc(C(=O)Cn2nc(C(=O)O)c3ccccc3c2=O)c(C)n1-c1cccc(C(F)(F)F)c1
7: O=C(O)C1CCCCC1C(=O)NCc1ccccc1 (configuration not stated)
8: Cc1ccc(N(C)C(=O)N2CCN(S(=O)(=O)c3c(C)cc(C)cc3C)CC2)cc1
9: CN1C(=O)/C(=C/c2cc(C(C)(C)C)c(O)c(C(C)(C)C)c2)NC1=S
10: O=C(COC(=O)c1ccccc1-n1cnnn1)c1ccc(F)cc1
Assay by compound	1	2	3	4	5	6	7	8	9	10
pPAFAH inh	5	5	7	3	-3	2	2	-6	4	-4
PAD4 inh	-6	-2	1	2	-1	0	-4	-3	-1	-5
LYPLA1 counter	0	-5	-1	2	-10	3	0	3	-1	1
PAFAH1B3 FP inh	5	1	8	2	8	1	-5	4	-5	9
PME-1 primary	-4	-6	-3	-1	-6	4	6	9	6	-5
PREPL inh	-2	-18	0	4	-10	12	4	8	-3	4
PAFAH1B2 FP inh	-2	3	-3	-1	-1	-1	6	9	2	0
GSTO1 inh	7	2	4	7	0	2	-7	4	0	3
LYPLA2 inh	4	-8	4	8	-10	8	8	0	-2	5

11: NC(=NC1CCCCC1)c1ccc(Cl)cc1
12: O=C(O)CCC(=O)Nc1cc(C(F)(F)F)cc(C(F)(F)F)c1
13: COc1ccc(N2C(=O)/C(=C/c3ccc([N+](=O)[O-])cc3)N=C2C)cc1
14: Cc1cc(C)c(C(=O)CSc2nnc(C)s2)c(C)c1
15: COc1ccc(C2=NOC(COC(=O)c3ccc4ccccc4n3)C2)cc1 (configuration not stated)
16: Cc1nc(NC(N)=S)sc1C(=O)Nc1ccccc1
17: COC(=O)C(C)N1C(=O)S/C(=C/c2cc(C)n(-c3ccccn3)c2C)C1=O (configuration not stated)
18: CCC(NC(=O)NCc1ccc2c(c1)OCO2)(C(F)(F)F)C(F)(F)F
19: Cn1c(=O)c2[nH]c(CCCC(=O)O)nc2n(Cc2ccccc2)c1=S
20: Cc1ccc(Cc2c(C)[nH]c(=S)[nH]c2=O)cc1
Assay by compound	11	12	13	14	15	16	17	18	19	20
pPAFAH inh	0	2	5	-2	22	5	6	1	5	4
PAD4 inh	-1	4	-2	-2	1	-1	0	-2	-3	0
LYPLA1 counter	0	-1	-3	-1	0	-5	3	1	-3	2
PAFAH1B3 FP inh	-1	5	·	4	-2	3	-5	8	3	9
PME-1 primary	-1	4	-4	2	-6	-5	0	-3	3	-1
PREPL inh	-5	1	4	-2	-7	7	0	13	7	-15
PAFAH1B2 FP inh	2	-2	·	3	5	3	6	7	2	-1
GSTO1 inh	-4	1	-4	-2	1	-7	2	3	0	-2
LYPLA2 inh	0	2	-6	3	5	2	-6	2	-1	-5

21: Cc1cc(C(F)(F)F)nn1CCCNC(=O)c1cnccn1
22: Cc1cccn2c(=O)c3cc(C(=O)NC4CCCC4)c(=N)n(CCCN4CCOCC4)c3nc12
23: Cc1ccc(-n2nc(C(=O)O)c(C)c(C#N)c2=O)cc1Cl
24: Cc1ccc(S(=O)(=O)N2CCN(C(=O)C3CCN(C(=O)c4ccc(F)cc4)CC3)CC2)c(C)c1
25: CCCn1c(NCc2cc(OC)ccc2OC)nc2ccccc21
26: CCC(CC)NC(=O)CSc1ccc(S(=O)(=O)N2CCOCC2)cn1
27: COc1cc2c(cc1OC)[C@@H](NC(=O)CCC1CCCCC1)[C@H](O)C2
28: CCN(CC)c1ccc(S(=O)(=O)N2CCOCC2)cc1NC(=O)C1CC1
29: COc1ccc(OC)c(CC(=O)NC(c2ccccc2)c2ccccc2)c1
30: Cc1cc(-c2ccccc2)nc2cc(C(=O)N(Cc3ccccc3)Cc3ccccc3)nn12
Assay by compound	21	22	23	24	25	26	27	28	29	30
pPAFAH inh	5	4	-4	0	9	-6	8	-2	-4	8
PAD4 inh	-1	-4	-4	-5	-3	-7	4	1	-1	0
LYPLA1 counter	1	0	3	-3	0	-2	·	2	0	-6
PAFAH1B3 FP inh	-4	7	3	-2	11	5	4	-4	-4	-1
PME-1 primary	-8	0	-1	5	8	-1	·	-3	-3	-7
PREPL inh	4	23	0	9	2	1	·	1	12	-5
PAFAH1B2 FP inh	1	4	3	3	7	3	0	0	3	-2
GSTO1 inh	4	-4	-4	7	-13	·	·	·	-2	-10
LYPLA2 inh	4	3	9	3	-1	0	·	3	1	-6

31: Cc1cc2nc(C(F)(F)F)cc(-c3cccs3)n2n1
32: O=C(CN1C(=O)C2C3C=CC(C4CC34)C2C1=O)Nc1cccc2ncccc12 (configuration not stated)
33: Cc1ccc(Cl)cc1NC(=O)CCCN1C(=O)c2cccnc2C1=O
34: COc1cc(/C=C/C(=O)OCC(=O)N2CCCCCC2)ccc1OCC#N
35: O=C(O)CN1C(=O)/C(=C\c2cc([N+](=O)[O-])ccc2OCc2ccccc2Cl)SC1=S
36: C=CCN(Cc1ccc(Cl)s1)C(=O)CNC(=O)CNC(=O)c1ccc(Cl)cc1Cl
37: COc1ccc(N2CCN(C(=O)C3CC(O)CN3S(=O)(=O)c3ccc([N+](=O)[O-])cc3)CC2)cc1 (configuration not stated)
38: CC1(C)CC2CC(C)(CN2C(=O)COC(=O)Cn2[nH]c(=O)c3ccccc3c2=O)C1 (configuration not stated)
39: CCn1c(SCC(=O)Nc2ccc3c(c2)OCO3)nc2ccccc21
40: COCCCN1C(=O)C(=O)/C(=C(/O)c2ccc(S(=O)(=O)N3CCCCC3)cc2)C1c1ccc(O)cc1 (configuration not stated)
Assay by compound	31	32	33	34	35	36	37	38	39	40
pPAFAH inh	-3	2	-1	-1	45*	-1	3	0	7	-1
PAD4 inh	-4	4	1	3	-9	-6	-4	0	-3	-9
LYPLA1 counter	-1	-6	-1	3	-8	4	-5	-2	-4	-3
PAFAH1B3 FP inh	14	1	0	0	12	2	3	7	8	13
PME-1 primary	-4	3	6	1	2	-3	3	1	5	2
PREPL inh	-9	2	-4	-6	0	7	9	-7	2	21
PAFAH1B2 FP inh	-5	7	0	-1	7	4	3	6	2	8
GSTO1 inh	5	15	4	5	10	·	3	-5	6	3
LYPLA2 inh	2	6	-1	8	-4	1	17	-1	-3	6

41: CN(C)CCCN(C(=O)COc1ccccc1)c1nc2cc3c(cc2s1)OCO3
42: Cc1cccc(NC(=O)C(Cc2ccccc2)n2cccc2)c1 (configuration not stated)
43: Cc1csc(NC(=O)COCC(=O)O)c1-c1nc2ccccc2s1
44: CCC(=O)N1CCc2cc(S(=O)(=O)CCC(=O)Nc3ccc(C)cn3)ccc21
45: CC(=O)c1ccc(S(=O)(=O)N2Cc3ccccc3CC2C(=O)O)cc1 (configuration not stated)
46: CC1CCN(C(=O)COC(=O)/C=C/c2ccco2)CC1
47: CCOc1ccc(N2C(=O)CC(NC3CCN(C(=O)c4cccc(Cl)c4)CC3)C2=O)cc1 (configuration not stated)
48: O=C(CCN1C(=O)/C(=C/c2cccc(Br)c2)SC1=S)Nc1cccnc1
49: COC(=O)c1nc2ccc(C)cn2c1F
50: COC(=O)c1ccc2c(=O)n(CC3CCCO3)c(SCC(=O)Nc3ccccc3OC)nc2c1 (configuration not stated)
Assay by compound	41	42	43	44	45	46	47	48	49	50
pPAFAH inh	-3	6	7	9	-1	-2	2	4	-6	-1
PAD4 inh	-1	8	-3	-1	-18	2	-1	-4	2	-3
LYPLA1 counter	-3	-1	0	-3	4	·	1	5	2	-3
PAFAH1B3 FP inh	2	4	·	3	4	7	15	2	4	1
PME-1 primary	-1	-3	-13	-3	1	·	-5	1	-4	-5
PREPL inh	0	-5	4	8	9	11	2	0	-2	10
PAFAH1B2 FP inh	5	1	·	-3	1	-1	2	3	-5	4
GSTO1 inh	8	0	-11	2	-1	·	5	4	3	0
LYPLA2 inh	0	-3	-4	-1	8	·	5	1	0	3

51: CCOC(=O)c1csc(-n2nc(C)cc2C(F)(F)F)n1
52: COc1ccc(CCC(C)NCc2ccc(F)cc2)cc1 (configuration not stated)
53: CC(C)c1ccc(S(=O)(=O)N2CCN(C(C)C(=O)NC3CCCC3)CC2)cc1 (configuration not stated)
54: N#Cc1cc2cc3c(cc2nc1N1CCCCC1)OCCO3
55: Clc1ccc(Cc2noc(CN3CCN(c4ccccc4)CC3)n2)c(Cl)c1
56: O=C1NC(=S)N/C1=C\c1ccc(Oc2ccc(C(F)(F)F)cc2[N+](=O)[O-])c(Cl)c1
57: CSCC[C@H](NC(=O)c1ccc(OCC2CCCO2)cc1)c1nc2ccccc2[nH]1 (some centres not stated)
Assay by compound	51	52	53	54	55	56	57
pPAFAH inh	1	-2	-8	5	-1	-1	3
PAD4 inh	-2	-1	-3	-2	-7	-3	1
LYPLA1 counter	-2	1	-6	-1	0	-2	·
PAFAH1B3 FP inh	10	2	0	4	-2	5	3
PME-1 primary	-1	6	1	3	-1	3	·
PREPL inh	7	-7	6	-3	-10	4	8
PAFAH1B2 FP inh	12	0	7	3	-8	-1	3
GSTO1 inh	8	0	·	12	2	5	·
LYPLA2 inh	2	0	-35	-3	5	2	·

Part of the list above in order of length of the SMILES, lowest first:
52: COc1ccc(CCC(C)NCc2ccc(F)cc2)cc1 (configuration not stated)
51: CCOC(=O)c1csc(-n2nc(C)cc2C(F)(F)F)n1
55: Clc1ccc(Cc2noc(CN3CCN(c4ccccc4)CC3)n2)c(Cl)c1
56: O=C1NC(=S)N/C1=C\c1ccc(Oc2ccc(C(F)(F)F)cc2[N+](=O)[O-])c(Cl)c1
Assay by compound	52	51	55	56
pPAFAH inh	-2	1	-1	-1
PAD4 inh	-1	-2	-7	-3
LYPLA1 counter	1	-2	0	-2
PAFAH1B3 FP inh	2	10	-2	5
PME-1 primary	6	-1	-1	3
PREPL inh	-7	7	-10	4
PAFAH1B2 FP inh	0	12	-8	-1
GSTO1 inh	0	8	2	5
LYPLA2 inh	0	2	5	2

Screening results: PubChem BioAssay, The Scripps Research Institute Molecular Screening Center

A portion of the library (hit frequency here may not be typical).
